FBA Mtb inh: Mtb fructose-bisphosphate aldolase inhibition | P9WQA3 | purified M. tuberculosis FBA, fluorescence read-out | inhibition, % at 1 µM | hit rate 2.3% among 360,000; in the data active = inhibition above about 27%;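 note: 0% = vehicle and 100% = reference inhibitor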
Target sequence (P9WQA3 whole entry, looked up): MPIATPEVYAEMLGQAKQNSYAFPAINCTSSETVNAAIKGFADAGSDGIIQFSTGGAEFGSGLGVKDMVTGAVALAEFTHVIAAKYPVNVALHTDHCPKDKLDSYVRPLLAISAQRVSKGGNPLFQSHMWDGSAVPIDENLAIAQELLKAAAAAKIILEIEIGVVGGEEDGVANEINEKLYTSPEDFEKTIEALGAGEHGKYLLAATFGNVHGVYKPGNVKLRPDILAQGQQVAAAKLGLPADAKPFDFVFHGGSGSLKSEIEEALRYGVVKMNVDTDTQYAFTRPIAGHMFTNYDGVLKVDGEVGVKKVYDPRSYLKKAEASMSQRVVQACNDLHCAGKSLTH
FadD28 binding: blocks FadD28 binding to the bisubstrate probe; fluorescence polarization; inhibition, % at 12.5 µM; hit rate 0.22% among 360,000; in the data active = inhibition above about 8.5%, passing the limit was not always enough
PrPC surface inh: reduces human prion protein on the cell surface; hit rate 0.43% among 370,000; AID 720596; P04156; cell surface PrPC, TR-FRET read-out; inhibition, % at 13.8 µM; in the data active = inhibition above about 24%; note: 0% = median of the test wells and 100% = reference compound wells
Rv3671c protease: inhibitors of M. tuberculosis serine protease Rv3671c; inhibition, % at 5.96 µM; hit rate 0.048% among 320,000; in the data active = inhibition above about 38%;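 note: extracellular domain of Rv3671c used as enzyme; 0% = enzyme with DMSO and 100% = no enzyme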
BioA inh: inhibitors of Mycobacterium tuberculosis BioA enzyme. hit rate 0.096% among 360,000. inhibition, % at 9.99 µM. purified M. tuberculosis BioA enzyme, plate reader; in the data active = inhibition above about 40%
MazF activator: MazEF (E. coli) toxin RNase activation; P0AE70; FAM/BHQ RNA-DNA oligo cleavage fluorescence, 5 h; activation, % at 20 µM; hit rate 0.32% among 350,000; AID 504720; in the data active = activation above about 50%
Target sequence (P0AE70 whole entry, looked up): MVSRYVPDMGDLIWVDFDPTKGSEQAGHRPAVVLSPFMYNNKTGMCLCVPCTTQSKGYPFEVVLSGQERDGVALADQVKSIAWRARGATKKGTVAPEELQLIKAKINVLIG
BoNT F protease: blocks Botulinum neurotoxin F light chain protease; Multiplex microsphere protease cleavage assay, flow cytometry; inhibition, % at 10 µM; hit rate 0.22% among 360,000; AID 588497; in the data active = inhibition above about 35%, passing the limit was not always enough; note: plate controls were buffer without enzyme for full effect and enzyme alone for no effect
GDH-TPI counter: inhibits GDH-TPI coupling enzymes, artifact for Mtb FBA screen | GDH-TPI coupled enzyme counterscreen, NADH absorbance | inhibition, % at 4.8 µM | hit rate 1.2% among 360,000 | AID 588335; in the data active = inhibition above about 30%;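 note: 0% = DMSO wells and 100% = wells lacking the enzyme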
Mtb UGM inh: Mtb UDP-galactopyranose mutase inhibition. hit rate 0.06% among 320,000. inhibition, % at 10 µM. purified UGM, fluorescence polarization probe displacement; in the data active = inhibition above about 10%, passing the limit was not always enough
Target sequence (P9WIQ1 whole entry, looked up): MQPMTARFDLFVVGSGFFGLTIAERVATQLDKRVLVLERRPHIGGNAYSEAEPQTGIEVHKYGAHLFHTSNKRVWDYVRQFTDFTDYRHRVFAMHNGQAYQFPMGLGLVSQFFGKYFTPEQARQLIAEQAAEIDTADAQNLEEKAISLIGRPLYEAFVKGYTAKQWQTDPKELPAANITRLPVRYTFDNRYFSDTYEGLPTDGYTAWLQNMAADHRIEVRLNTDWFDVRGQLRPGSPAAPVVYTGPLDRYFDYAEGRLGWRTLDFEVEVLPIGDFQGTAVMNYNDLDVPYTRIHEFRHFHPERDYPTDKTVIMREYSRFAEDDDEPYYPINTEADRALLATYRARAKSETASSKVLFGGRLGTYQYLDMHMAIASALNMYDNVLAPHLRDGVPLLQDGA
Numbers without * were called inactive; x = not tested or not shown; & = joins results of further samples.

A first look:
1. CC1CCCN(S(=O)(=O)c2cccc3nonc23)C1 (stereo unspecified)
2. O=C1CC(c2ccccc2)N1c1ccccc1 (stereo unspecified)
3. O=C(COC(=O)c1cccc(S(=O)(=O)N2CCc3ccccc32)c1)NCc1ccco1
4. Clc1ncc(CN2CCN(c3ccccc3)CC2)s1
5. Cc1cc(C(=O)N2CCC(Cc3ccccc3)CC2)c(C)o1

entry no.	1	2	3	4	5
FBA Mtb inh	0	1	0	1	-1
FadD28 binding	-0.3	1.5	-3.0	0.8	-5.1
PrPC surface inh	-21	-2	1	-2	2
Rv3671c protease	x	6	5	-2	3
BioA inh	-1.9	-0.5	x	x	6.3
MazF activator	2	-11	-22	-9	-5
BoNT F protease	-3	-1	0	-7	2
GDH-TPI counter	7	4	-4	3	6
Mtb UGM inh	-3.4	-1.2	2.2	3.2	0.1

All compounds of this part (from the top)
1. CC1CCCN(S(=O)(=O)c2cccc3nonc23)C1 (stereo unspecified)
2. O=C1CC(c2ccccc2)N1c1ccccc1 (stereo unspecified)
3. O=C(COC(=O)c1cccc(S(=O)(=O)N2CCc3ccccc32)c1)NCc1ccco1
4. Clc1ncc(CN2CCN(c3ccccc3)CC2)s1
5. Cc1cc(C(=O)N2CCC(Cc3ccccc3)CC2)c(C)o1
6. Cc1onc(-c2ccccc2Cl)c1C(=O)N(Cc1ccccc1)C(C)C

entry no.	1	2	3	4	5	6
FBA Mtb inh	0	1	0	1	-1	4
FadD28 binding	-0.3	1.5	-3.0	0.8	-5.1	x
PrPC surface inh	-21	-2	1	-2	2	2
Rv3671c protease	x	6	5	-2	3	3
BioA inh	-1.9	-0.5	x	x	6.3	8.3
MazF activator	2	-11	-22	-9	-5	5
BoNT F protease	-3	-1	0	-7	2	3
GDH-TPI counter	7	4	-4	3	6	5
Mtb UGM inh	-3.4	-1.2	2.2	3.2	0.1	1.5

7. O=C(O)CCNS(=O)(=O)c1ccc(Oc2ccccc2)cc1
8. CCOC(=O)C1=NN(C(=O)c2ccccc2)C(O)(c2ccc(C)cc2)C1 (stereo unspecified)
9. O=C1N2CCSC2=NC1(NS(=O)(=O)c1ccccc1)C(F)(F)F (stereo unspecified)
10. CCCCNC(=O)c1nc(C2CCN(S(=O)(=O)c3ccccc3)CC2)oc1-c1cccc(C(F)(F)F)c1
11. O=C(NCC1CCCO1)C(c1ccncc1)N(Cc1cccs1)C(=O)CN1C(=O)c2ccccc2S1(=O)=O (stereo unspecified)
12. Cc1ccc(C)c(Cn2c3ccccc3c3cnn(CC(=O)NCc4ccccn4)c(=O)c32)c1

entry no.	7	8	9	10	11	12
FBA Mtb inh	6	-2	-1	-3	1	4
FadD28 binding	1.8	-0.8	-1.6	-0.3	-0.9	0.2
PrPC surface inh	-1	-3	-2	-3	-6	-4
Rv3671c protease	0	0	11	x	10	-14
BioA inh	x	x	0.8	0.2	x	-3.7
MazF activator	4	-14	0	x	1	-31
BoNT F protease	10	-4	-9	9	-6	-9
GDH-TPI counter	8	-6	2	x	-1	26
Mtb UGM inh	-0.6	3.3	1.2	x	1.9	2.2

13. C#CCOCCOCCOCCNc1nc(N2CCN(C(=O)[C@H](CCCN=C(N)N)n3cc(C(N)[C@@H](C)CC)nn3)CC2)nc(N2CCN(C(=O)[C@H](CCC(=O)O)n3cc([C@@H](N)CCCCN)nn3)CC2)n1 (stereo partly specified)
14. CN1C(=O)C(C)(C)c2cc(S(=O)(=O)N3CCN(c4ccc(F)cc4)CC3)ccc21
15. CCOC(=O)CNC(=O)CSP(=S)(OCC)OCC
16. C/C(N)=C(/C#N)C(=O)CSc1ncnc2ccccc12
17. CCC(C)NC(=O)CN(C1CCCCC1)S(C)(=O)=O (stereo unspecified)
18. COc1ccc(-c2cnc(N)n2CC2CCCO2)cc1 (stereo unspecified)

entry no.	13	14	15	16	17	18
FBA Mtb inh	1	-2	-6	-2	0	4
FadD28 binding	-0.9	-3.0	-0.9	-1.6	-0.5	-2.0
PrPC surface inh	-1	1	-5	7	0	-11
Rv3671c protease	-3	-8	8	-4	-1	5
BioA inh	-0.7	x	x	x	-0.2	-1.4
MazF activator	13	9	-1	-3	0	-8
BoNT F protease	-7	-1	2	10	-9	-64
GDH-TPI counter	4	3	-3	7	-4	15
Mtb UGM inh	-1.3	1.7	-2.5	8.7	2.0	-3.2

Copied from the list:
no. 14 in Rv3671c protease = -8
no. 17 in Mtb UGM inh = 2.0
no. 12 in FadD28 binding = 0.2
no. 8 in GDH-TPI counter = -6
no. 13 in FadD28 binding = -0.9
no. 18 in GDH-TPI counter = 15
no. 2 in FBA Mtb inh = 1

Remaining list, next part
19. Cn1cnc(S(=O)(=O)N2CCc3ccccc32)c1
20. O=C(CNC(=O)c1ccccc1)NCCc1ccc(O)c(O)c1
21. Cc1ccccc1-n1ncc2c1CC(C)(C)CC2NC(=O)CCCN1CCCC1=O (stereo unspecified)
22. O=S(=O)(c1ccc(Cl)nc1)N1CCc2ccccc21
23. CC(C)(C)NC(=S)NCc1cccnc1
24. COc1ccc(C(=O)O/N=C(\N)c2ccc(OC)c(OC)c2)c(OC)c1

entry no.	19	20	21	22	23	24
FBA Mtb inh	-2	1	0	3	2	0
FadD28 binding	-3.1	-3.0	-3.9	-1.8	0.0	-6.0
PrPC surface inh	-1	-9	3	1	1	x
Rv3671c protease	2	6	-6	-10	5	-3
BioA inh	0.6	-1.5	-1.4	0.0	-2.8	5.3
MazF activator	0	x	-12	1	-5	-9
BoNT F protease	-3	2	6	-12	-2	-7
GDH-TPI counter	2	-2	-10	6	9	-12
Mtb UGM inh	-1.0	-0.5	-1.5	0.3	2.5	4.4

Copied from above, entries 16 to 21
16. C/C(N)=C(/C#N)C(=O)CSc1ncnc2ccccc12
17. CCC(C)NC(=O)CN(C1CCCCC1)S(C)(=O)=O (stereo unspecified)
18. COc1ccc(-c2cnc(N)n2CC2CCCO2)cc1 (stereo unspecified)
19. Cn1cnc(S(=O)(=O)N2CCc3ccccc32)c1
20. O=C(CNC(=O)c1ccccc1)NCCc1ccc(O)c(O)c1
21. Cc1ccccc1-n1ncc2c1CC(C)(C)CC2NC(=O)CCCN1CCCC1=O (stereo unspecified)

entry no.	16	17	18	19	20	21
FBA Mtb inh	-2	0	4	-2	1	0
FadD28 binding	-1.6	-0.5	-2.0	-3.1	-3.0	-3.9
PrPC surface inh	7	0	-11	-1	-9	3
Rv3671c protease	-4	-1	5	2	6	-6
BioA inh	x	-0.2	-1.4	0.6	-1.5	-1.4
MazF activator	-3	0	-8	0	x	-12
BoNT F protease	10	-9	-64	-3	2	6
GDH-TPI counter	7	-4	15	2	-2	-10
Mtb UGM inh	8.7	2.0	-3.2	-1.0	-0.5	-1.5

(list continues)
Results follow in this order: FBA Mtb inh, FadD28 binding, PrPC surface inh, Rv3671c protease, BioA inh, MazF activator, BoNT F protease, GDH-TPI counter, Mtb UGM inh
(25) CC1CCCc2sc3nc(NCc4ccco4)n4ncnc4c3c21 (stereo unspecified)
 : 0, -5.1, 4, -7, -0.6, -5, -4, 9, 2.4
(26) Cc1ccc(S(=O)(=O)N(C)C[C@@H]2OCc3cn(nn3)CCCC(=O)N([C@H](C)CO)C[C@H]2C)cc1
 : 2, 0.3, 3, x, 0.4&2.0&-4.1, x, -9, x, x
(27) CCc1nnc(NC(=O)c2ccc3nc(CC)c(CC)nc3c2)s1
 : 2, -0.3, -5, -3, x, 6, -1, 0, -1.9
(28) O=C(N/N=C/c1ccc[nH]1)c1cc2ccccc2cc1O
 : -2, 0.9, -11, 25, 1.1, 4, 3, 37*, 0.5
(29) Cc1ccc(Cl)cc1N1CCN(S(=O)(=O)c2ccc3c(c2)OCCO3)CC1
 : 0, 0.1, -1, -7, -1.1, -5, 14, 15, -0.5
(30) O=C(Nc1cccnc1)Nc1ccc(F)c(Cl)c1
 : 0, -9.1, 12, -11, 11, 5, 0, 4, 0.5
(31) Cc1cc(OCC(=O)Nc2ccc3oc(-c4ccncc4)nc3c2)ccc1Cl
 : 7, -1.0, 6, -12, -7.1, -128, 7, -4, -0.3
(32) COc1ccc(S(=O)(=O)n2cnc3ccccc32)cc1
 : 1, -2.8, 7, -10, -1.7, 0, -13, -5, 1.4
(33) Cc1ccc(C)c(-c2nnc(NC(=O)Cc3ccccc3)o2)c1
 : 2, -0.3, -3, -9, -2.6, -23, -4, 2, -1.7
(34) Cc1ncc(CN2CCC(CO)(CCc3ccccc3)CC2)s1
 : 3, -0.7, 4, 1, -0.6, 1, -2, 10, -0.7
(35) Cc1ccc2c(c1)N(C(=O)CCC(=O)NCCCN(C)Cc1ccccc1)CCO2
 : 2, -0.6, -6, -2, -1.5, 5, -9, 3, 3.4
(36) CCCC(=O)NC(Nc1ccccc1OC)C(Cl)(Cl)Cl (stereo unspecified)
 : -5, 0.5, 3, -5, -2.6, 4, -7, 3, -0.4
(37) Cc1cc(C)c(S(=O)(=O)N2CCC(C(=O)NCc3ccc(Cl)cc3Cl)CC2)c(C)c1
 : -1, -1.7, -3, -24, -4.0, 8, -4, 10, 0.3
(38) CC(Cc1cccs1)NC(=S)Nc1ccc(Cl)c(Cl)c1 (stereo unspecified)
 : -1, -5.0, 1, -12, 0.6, -3, -1, -8, 0.6
(39) CCCCN(C)C(=O)c1cn(CC)c2nc(C)ccc2c1=O
 : 0, 0.4, -1, 9, -1.3, 1, -12, 23, 0.6
(40) COc1ccc(S(=O)(=O)N2CCCCCC2)cc1C(=O)N(C)CC(=O)Nc1cc(C)ccc1C
 : 0, 0.8, 2, x, 0.8, 0, -12, -3, -2.1
(41) O=C(NCc1n[nH]c(=S)n1-c1ccc(Cl)c(Cl)c1)c1cccs1
 : -4, -1.0, -13, -13, 2.1, 3, 0, 0, 0.5
(42) CCC1Cc2c(nc(N)c3c(N)nc(N4CCCCC4)c(C#N)c23)O1 (stereo unspecified)
 : 42*, 2.7, 3, 12, x, 11, -5, 4, -0.6
(43) CCOC(=O)COc1cc2c3c(c(=O)oc2cc1C)CCCC3
 : 9, -4.0, 3, 5, -0.2, 3, 2, 6, 1.5
(44) Cc1c(C(=O)Nc2ccc(F)cc2)oc2ccc(S(=O)(=O)N3CC(C)CC(C)C3)cc12 (stereo unspecified)
 : 3, -0.8, -8, -7, 0.6, -7, 5, 13, -1.1
(45) COc1ccccc1-n1cc(-c2ccccc2)c2c(=S)nc[nH]c21
 : 0, -2.9, -2, -6, 2.8, 2, 0, 18, 2.0
(46) O=C(Nc1ccccc1)C1=C[C@H](c2ccc3c(c2)OCO3)C[C@H](OCc2ccc(CO)cc2)O1
 : 5, -7.3, 7, 2, -0.4&2.7&-0.8, -4, -4, 7, 4.2
(47) COC(=O)c1ccccc1NC(=O)C1CCCC1
 : 7, -0.9, 1, 1, -0.9, 2, -3, 13, 1.0
(48) Cc1cc(C(F)(F)F)nc(SCC(=O)Nc2c(C)n(C)n(-c3ccccc3)c2=O)n1
 : -2, x, 5, -11, 1.6, 13, -2, 0, 0.8
(49) Cc1cccc(C)c1OCCCCCNCCO
 : 0, -0.3, 2, 10, -1.0, -7, -1, 11, -0.5
(50) O=C(NCc1cccnc1)c1cccnc1-c1nc2ccccc2s1
 : 7, -1.4, -3, -4, 0.0, 3, 1, 10, -1.1
(51) COC(=O)CCCC1=CC2=C(c3ccccc3)C(=O)C(C)(OC(=O)C3CCCC3)C(=O)C2=CN1CCCCO (stereo unspecified)
 : 2, -0.9, -5, -4, 2.1, -8, 1, -7, 0.4
(52) COc1cccc(N2CCN(S(=O)(=O)c3ccc4c(c3)CC(C)N4C(=O)C3CC3)CC2)c1 (stereo unspecified)
 : 1, -2.8, 8, 2, -0.8, -3, x, 2, -4.9
(53) O=C(N1CCOCC1)N1CCC(n2nnc3cc(F)ccc32)CC1
 : 3, 0.1, 1, 9, -3.1, 24, -3, 9, 4.8
(54) Cc1c(Cl)c(=O)n2c(=O)c(Cl)c(C)n12
 : 20, 0.7, -6, 9, -0.2, -3, 3, 6, -2.9
(55) CC1(C)CC(=O)C(C=NC2CCCCC2)=C(O)C1
 : 0, -1.9, 0, -3, -1.9, 8, -2, 6, 0.2
(56) Cc1ccc(C(=O)Nc2ccccc2C(=O)NCC2CCCO2)cc1 (stereo unspecified)
 : -2, 0.1, 4, -16, 0.7, -2, 0, 11, 4.2
